High-throughput results deposited in PubChem by National Center for Advancing Translational Sciences (NCATS).
Pf growth 96h: Primary qHTS for delayed death inhibitors of the malarial parasite plastid, 96 hour incubation | P. falciparum luciferase reporter growth, 96 h | hit rate 6.9% among 320,000 | Potency, µM (highest dose often 28.7 µM), for inactives: top-dose activity change, negative = inhibition, hits mostly inhibitors; further: potency means the concentration at half of the fitted maximal effect; on the % scale 0 is the no-effect control and ±100 the full control effect
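Infected RBCs, 2% Hct / 0.05% parasitemia final; luciferase-reporter P. falciparum; cpd 96 h, 37 C, 5% CO2; luciferase detection reagent; luminescence.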
CHX counter: Cycloheximide Counterscreen for Small Molecule Inhibitors of Shiga Toxin; cell reporter, cycloheximide protein synthesis inhibition counterscreen; max response, %; hit rate 12% among 300,000; in the data active means max response mostly above about 13%, no sharp cut-off; inactive means mostly below about 14%; further: read at 38.3 µM for the half of the compounds with a filed dose; 0% is about no effect
Pf growth 48h: Primary qHTS for delayed death inhibitors of the malarial parasite plastid, 48 hour incubation | hit rate 5.9% among 310,000 | Potency, µM (top dose mostly 28.7 µM), for the others: at the highest dose activity change, negative = inhibition, hits mostly inhibitors | P. falciparum luciferase growth in erythrocytes, 48 h; further: potency means the concentration at half of the fitted maximal effect; on the % scale 0 is the no-effect control and ±100 the full control effect
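Parasite viability was followed by luminescence of a genomically integrated firefly luciferase. Cultures held 0.1% parasitemia at 2% hematocrit (final), incubated under 5% CO2 at 37 C.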
Giardia FBPA inh: qHTS Assay for Inhibitors of Fructose-1,6-bisphosphate Aldolase from Giardia Lamblia | A8B2U2 | Potency, µM (doses to about 59.6 µM), for inactives: at the highest dose activity, negative = inhibition, usual class: inhibitors | purified Giardia FBPA | AID 2451, 2010 | hit rate 0.71% among 290,000; further: potency means the concentration at half of the fitted maximal effect; on the % scale 0 is the no-effect control and ±100 the full control effect; nearly all actives have a fitted effect of over 55% in size
Target sequence (A8B2U2 whole entry, looked up): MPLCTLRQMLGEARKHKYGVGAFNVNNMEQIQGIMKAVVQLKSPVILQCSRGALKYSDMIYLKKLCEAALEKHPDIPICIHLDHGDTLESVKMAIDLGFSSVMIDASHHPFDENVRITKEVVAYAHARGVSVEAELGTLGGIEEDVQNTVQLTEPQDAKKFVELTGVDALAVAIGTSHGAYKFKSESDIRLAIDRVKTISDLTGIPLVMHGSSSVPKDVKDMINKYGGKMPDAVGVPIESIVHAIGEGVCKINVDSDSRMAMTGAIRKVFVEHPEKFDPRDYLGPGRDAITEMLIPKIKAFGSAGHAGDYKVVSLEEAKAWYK
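40 nM FBPA preincubated 10 min at RT with compound (up to 57.5 uM final), then substrate plus GAPDH/TPI/NAD/arsenate coupling and diaphorase/resazurin added. Fluorescence read after 20 min at RT, 525/598 nm.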
HCV inh: qHTS Assay for Inhibitors of Hepatitis C Virus (HCV) | Huh7.5.1 HCVcc-Cre infection, luciferase reporter, 44 h | Potency, µM (titrated, usually from 41.8 µM), for inactives: at the top dose activity change, negative = inhibition, most hits filed as inhibitors | hit rate 3.4% among 340,000 | AID 651820, 2012; further: potency means the concentration at half of the fitted maximal effect; on the % scale 0 is the no-effect control and ±100 the full control effect
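Compounds are dispensed onto cells plated 4 h earlier at 1,000 per well, with HCVcc-Cre virus (about 0.5 moi) added next. Following 44 h of culture, luminescent signal is measured for 15 sec after 15 min with substrate at room temperature.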
Shiga inhibitor: A qHTS for Small Molecule Inhibitors of Shiga Toxin; Vero cells, Shiga toxin protein synthesis inhibition reporter; inhibition, % at 38.7 µM; hit rate 9.2% among 290,000; in the data active means inhibition mostly above about 28%, no sharp cut-off; inactive means mostly below about 43%; further: 0% is about no effect
* marks the source's active call; other numbers are inactive results; ? = inconclusive; / = no result given; & = joins results of further samples; [ ] = another dose, or the depositor's remark. Unless noted, the call rests on the fitted dose curve; in most records, active means well fitted curve in the direction sought with a large enough effect; inconclusive means small, poorly fitted or top-dose-only effect, or another doubt; inactive means no such curve, though single readings can be large; an effect the other way counts as inactive or inconclusive.

The line under a structure holds: Shiga inhibitor	Pf growth 48h	CHX counter	Pf growth 96h	HCV inh	Giardia FBPA inh
Cc1ccc(C(=O)C(C)OC(=O)C2=COCCO2)cc1C (stereo unspecified)
    48	10%	28	-17%	23%	-2%
CC(C)(C)C(=O)NC(=S)N1CCc2ccccc21
    16	-28%	2	-30%	-23%	-17%
Cc1ccc(NC(=O)COc2cccc3ccc(C)nc23)c(Br)c1
    3	2%	-2	?	?	-6%
O=C(Nc1cccc(-n2cnnn2)c1)c1ccccc1Br
    4	7%	-2	?	-2%	2%
COC(=O)c1cc(C#N)c(N2CCOCC2)nc1C
    5	16%	-1	0%	-37%	4%
Cc1c(-c2nnc(-c3ccc(C(F)(F)F)cc3)o2)cnn1-c1ccccc1
    -15	/	-3	39%[activator]	6%	3%
COc1ccccc1CCNC(=O)C1CCC(=O)N(Cc2cccc(F)c2)C1 (stereo unspecified)
    37*	-10%	20*	?	13%	1%
CSc1ccc(CN2CCSCC2)cc1
    -1	3%	1	30%	23%	?
CNC(=O)c1sccc1S(=O)(=O)Cc1c(Cl)cccc1Cl
    -5	/	-1	-37%	22%	1%
COc1ccccc1CNC(=O)CCNC(=O)c1ccco1
    /	?	/	22%	?	/
Cc1ccc(NC(=S)N(CCCN2CCOCC2)Cc2ccccn2)cc1Cl
    11	-8%	9	-1%	-4%	-7%
C=CCN1C(=O)/C(=C/c2ccsc2)SC1=S
    15	17%	6	39%	9%	1%
CC(=O)N1c2ccc(S(=O)(=O)NCC3CCC(C(=O)NC4CCCCC4)CC3)cc2CC1C (stereo unspecified)
    7	-22%	1	?	0%	8%
COc1cc(N)c(Cl)cc1C(=O)OCC(=O)N1CCCCCC1
    /	2%	/	-8%	-4%	/
CCC(=O)Nc1cccc(NC(=O)c2ccccc2Br)c1
    -12	33%[activator]	-4	-7%	-24%	2%
CC#CCN1c2ccccc2[C@]23C[C@@H](C(=O)OC)N(C(C)=O)C2=NC(C(=O)OC)=C(C(=O)OC)[C@H]13
    2	0%	-7	?	14%	4%[12.9 µM]
COc1ccc(CCNC(=O)CSc2nc3[nH]ncc3c(=O)n2-c2ccc(Br)cc2)cc1OC
    16	?	9	418%[activator]	-17%	-4%
Cc1c(C#N)c(NC(=O)CCl)n(Cc2cccs2)c1C
    9	10µM*	17	3.3µM*	?	-15%
CSc1cccc(NC(=O)CNS(=O)(=O)c2ccccc2)c1
    -3	-10%	13	23%	-6%	3%
COc1ccc(C(=O)N[C@H](C(=O)NCc2ccco2)C(C)C)cc1
    -12	110%[activator]	5	1%	-2%	4%
C=CCNC(=S)NNC(=O)c1ccc(Br)o1
    -12	18%	-4	22%	8%	-14%
COc1ccc(-c2nc(Cn3c(SCc4cccc(F)c4)nc4ccncc43)c(C)o2)cc1OC
    8	12µM*	12*	-13%	-1%&-11%	9%
CC1CN(C(=O)C2CCCCC2)C(C)CN1C(=O)C1CCCCC1 (stereo unspecified)
    -5	5%	-3	10%[5.75 µM]	15%	-2%
CC(C)On1c(SC(C)C)nc2ccccc2c1=O
    -1	?	-1	0%	9%	7%
CC(=O)Nc1ccc(S(=O)(=O)Nc2nc(C)cc(-n3nc(C)cc3C)n2)cc1
    -11	-8%	5	/	5%	-4%
Cc1cccc(C(=O)Nc2cccc(Br)c2)c1[N+](=O)[O-]
    7	5%	9.3*	44%[activator]	-3%	-14%
O=c1[nH]oc2cc(Cl)ccc12
    23	-7%	1	72%[activator]	4%	11%
CCOP(=O)(c1c(F)c(F)c(F)c(F)c1F)C(O)c1ccccc1 (stereo unspecified)
    9	24%	-4	-27%	5%	-4%
Cc1sc(NC(=O)c2cc(-c3ccc(Cl)cc3)nc3ccccc23)c(C(N)=O)c1C
    -10	?	3	36%	?	-6%
COc1ccc(OC)c(NC(=O)CSc2nc(-c3ccccc3)cc(=O)[nH]2)c1
    -4	8%	-6	-25%	17%	?
COc1ccc(CCNC(=O)COC(=O)Cc2cccc(F)c2)cc1
    /	-17%	/	11%	2%	/
N#Cc1cccc(NC(=O)CCNS(=O)(=O)c2ccc3[nH]c(=O)oc3c2)c1
    -14	14%	-1	?	5%	/
NC(=O)c1oc2ccccc2c1NC(=O)c1ccccc1
    -9	/	-1	?	?	-1%
CN1CCc2c(sc(NC(=O)C3CCN(S(=O)(=O)c4cccs4)CC3)c2C(N)=O)C1
    /	-19%	/	-15%	-1%	/
CCCc1nnc(NC(=O)c2cc3ccccc3o2)s1
    41	110%[activator]	13*	21%	23%	/
COc1ccc(C(=O)CSc2ccc(-c3ccc(C)cc3)nn2)cc1
    19	32%[activator]	14	?	?	-21%
COc1cc(C(=O)Nc2ccccc2-c2nnn(CC(N)=O)n2)cc(OC)c1OC
    -4	/	-6	?	?	2%
C=CCNC(=O)C1CC(=O)N(c2ccc(OCC(=O)Nc3ccc(Cl)c(C(F)(F)F)c3)cc2)C1 (stereo unspecified)
    -2	/	-2	237%[activator]	?	7%
CCN(CC(=O)NCc1ccc(F)cc1)C(=O)c1oc2ccccc2c1C
    11	?	12	17%	-11%	-8%
COc1cccc(-c2cc(C(F)(F)F)c3c(N)c(C#N)sc3n2)c1
    -7	36%[activator]	-2	55%[activator]	/	-14%
CC1CN=C(NCc2ccccc2)S1 (stereo unspecified)
    21	4%	16*	?	-10%	0%
C[C@H](NC(=O)c1nc[nH]c1C(=O)N1CCc2ccccc2C1)c1ccccc1
    /	?	/	?	-3%	/
Cc1ccc(OCC(=O)Nc2cccc(-c3nnc(-c4ccccc4)o3)c2)c(C)c1
    10	-28%	1	?	?	5%
CCOC(=O)c1c(NC(=O)CSc2nnc(-c3cccnc3)o2)sc(C(C)=O)c1C
    -11	7%	-3	?	-6%	0%
CCOC(=O)N1CCN(C(=O)c2ccc3c(=O)n(-c4ccc(OC)cc4OC)c(=S)[nH]c3c2)CC1
    -12	0%	10	-40%	1%	-20%
COc1ccc(CNc2nc(NCc3ccc(OC)cc3)n(C(=O)c3ccccc3[N+](=O)[O-])n2)cc1
    75*	?	26*	?	?	-18%
CCCn1c(SCC(=O)NCCc2ccccc2)nnc1-c1ccccn1
    -2	0%	2	31%[activator]	5%	5%
O=C(C1CC=CCC1)N1CCC(CO)(Cc2ccc(Cl)cc2)CC1 (stereo unspecified)
    6	?	-1	?	?	0%
N#CC1=C(N)Oc2n[nH]c(-c3ccccc3)c2C1c1ccsc1 (stereo unspecified)
    11	-14%	-1	?	-10%	-4%
CC(=O)N1CC(=O)N(OCc2ccccc2)C1c1ccc(Cl)cc1Cl (stereo unspecified)
    -4	6%	-3	32%[activator]	7%	-2%
O=C(NCC(c1cccs1)N1CCOCC1)c1ccccc1NS(=O)(=O)c1ccc(Cl)cc1 (stereo unspecified)
    -1	?	-2	?	14%	-16%
CCOC(=O)c1c(NC(=O)Cc2cccs2)sc(C(=O)NC2CCCC2)c1C
    -28	18%	-5	?	-9%	1%
COc1cc(NC(=O)CCCN2C(=O)NC(C)(C)C2=O)cc(OC)c1
    /	9%	/	14%	10%	/
CC(C)N(C(=O)Cn1cnc2c(cnn2-c2ccccc2Cl)c1=O)C(C)C
    42	-15%	23	13%	-2%	-3%
CCn1nc(NC(=O)c2ccccn2)c2cc3cc(C)ccc3nc21
    2	?	-5	-27%	-8%	?
CC(C)CC(c1nnnn1Cc1ccco1)N1CCN(c2cccc(Cl)c2)CC1 (stereo unspecified)
    -8	?	7	498%[activator]	-14%	-2%
O=[N+]([O-])c1ccc2[nH]ncc2c1
    2	13%	1	?	10%	8%
S=C1NC2(CCS1)Oc1ccccc1C1CC(c3ccccc3)=NN12 (stereo unspecified)
    70*	?	33*	?	/	-4%
C[N+]1(CCCCSc2ccc(O)cc2)CCCCC1
    -14	9.3µM*	8	-12%	6%	9%
CC(NC(=O)CN(c1cccc(C(F)(F)F)c1)S(C)(=O)=O)c1ccccc1 (stereo unspecified)
    /	?	-1	1.2µM*	-13%	6%

Brought forward from above: 2 compounds, then new ones.
The line under a structure holds: Shiga inhibitor	Pf growth 48h	CHX counter	Pf growth 96h	HCV inh	Giardia FBPA inh
C[N+]1(CCCCSc2ccc(O)cc2)CCCCC1
    -14	9.3µM*	8	-12%	6%	9%
CC(NC(=O)CN(c1cccc(C(F)(F)F)c1)S(C)(=O)=O)c1ccccc1 (stereo unspecified)
    /	?	-1	1.2µM*	-13%	6%
CCC(C)(C)NC(=O)c1ccccc1Oc1ccccc1
    9	?	6	-18%	27%	10%
CC1(C)CC(=O)C2=C(C1)OC1=C(C(=O)CC(C)(C)C1)C2c1cc([N+](=O)[O-])cc([N+](=O)[O-])c1O
    -15	?	-1	33%[activator]	6%	-23%
O=C(Nc1cccc(NC(=O)c2ccco2)n1)c1ccco1
    2	45%[activator]	-3	-17%	-14%	11%
COc1ccccc1CNC(=O)c1ccc(S(=O)(=O)N(C)C)cc1
    1	-12%	1	0%	-8%	-1%
COc1ccc(CC2(CO)CCN(Cc3cnn(C)c3C)CC2)cc1
    -3	-23%	1	?	13%	5%
CCN(CC)Cc1nc2sc(C)c(C)c2c(=O)[nH]1
    -8	?	-1	?	4%	-17%
COc1ccccc1N1CCN(/N=C/c2cccc(Cl)c2)CC1
    151*	110%[activator]	38*	?	?	-4%
CCCc1cc(=O)oc2c3c(cc(OCC(=O)NCCCn4ccnc4)c12)OC(C)(C)CC3
    10	?	-2	?	?	14%
CCn1c(CNc2ccc(C)cc2C)nnc1SCC(=O)N1CCCc2ccccc21
    7	?	-3	/	?	-14%
FC(F)(F)c1ccnc(NCc2ccco2)n1
    -1	15%	0	9%	16%	0%
COCCOC(=O)C1=C(C)NC(=O)CC1c1cc2c(cc1Br)OCO2 (stereo unspecified)
    -9	-7%	-3	/	0%&18%	2%
CC(C)c1ccc(NC(=O)NCc2cccnc2)cc1
    40	2%	12*	51%[activator]	6%	5%
COC(=O)CNC(c1ccccc1)c1cc(Br)ccc1NS(=O)(=O)c1ccccc1 (stereo unspecified)
    -11	15µM*	0	4%	-15%	3%
CCC(C)(C)NC(=O)C(c1ccccc1Cl)N(Cc1cccnc1)C(=O)CCC(=O)Nc1cc(C)on1 (stereo unspecified)
    -4	-28%	-3	6%	29%	-4%
COc1cc(C(=O)N/N=C/c2ccc3c(c2)c2ccccc2n3C)ccc1O
    9	4.7µM*	11	9.3µM*	?	1%
CCN(CC(=O)NCCc1ccc(S(N)(=O)=O)cc1)Cc1nc2ccccc2c(=O)[nH]1
    26	3%	-4	16%	4%	-13%
CCC1(C)NC(=O)N(/N=C/c2ccc(C)s2)C1=O (stereo unspecified)
    47*	51%[activator]	46*	94%[activator]	-3%	5%
Brc1ccccc1-c1csnn1
    20	10%	-4	26%	6%	-4%
CCCc1cc(C(=O)OC)c(NC(=O)CCC(=O)O)s1
    -4	2%	0	0%	17%	11%
COc1ccc(NC(=O)N2CCC(n3cnc4ccccc43)CC2)cc1
    65	?	6	-10%	-1%	-3%
CC(=O)Nc1ccc(SCCCC(=O)c2ccccc2)cc1
    72*	43%[activator]	29*	26%	9%	6%

A few values from the list.
For CHX counter, COc1cc(C(=O)Nc2ccccc2-c2nnn(CC(N)=O)n2)cc(OC)c1OC has the entry -6
For Shiga inhibitor, CC(C)N(C(=O)Cn1cnc2c(cnn2-c2ccccc2Cl)c1=O)C(C)C has the entry 42
For Giardia FBPA inh, CC1CN(C(=O)C2CCCCC2)C(C)CN1C(=O)C1CCCCC1 (stereo unspecified) has the entry -2%
